# TDP2 inh = TDP2 (human) inhibition, absorbance primary screen; O95551; recombinant TDP2, T5PNP hydrolysis, p-nitrophenol absorbance 415 nm; inhibition, % at 12.8 µM; hit rate 0.34% among 370,000;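 active means inhibition above the mean of all tested compounds plus 3 SD, set per campaign, cut at about 25% in these data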;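 further: 0% = DMSO with enzyme and 100% = buffer with substrate but no TDP2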
#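 Test system: human TDP2 enzyme; Input: 120 nM TDP2 per well; Buffer or medium: Mg2+-containing Tris-HCl buffer, pH 7.5; Reagent: 5 mM T5PNP; Dosing: 12.8 µM single point, 1% DMSO; Incubation: reaction 2 h, 37 °C; Detection: p-Nitrophenol epi absorbance; Read-out: % inhibition relative to enzyme-containing and enzyme-free wells; Replicates: single well per compound.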
# Tn7 DDE FP = DD(E)-Tn7 binding inhibition, primary FP screen; P02675; FP displacement of FITC-Tn7 peptide from fibrin DD(E); 0% = median of compound wells per plate; inhibition, % at 8.3 µM; hit rate 0.13% among 370,000;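 active means inhibition above the mean of compounds falling within the control limits plus 3 SD of them, cut at about 14% in these data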;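 further: 0% = plate median of compound wells and 100% = 10 µM Aha-Tn7 peptide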
#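 Assay system: Human clot-derived fibrin DD(E) complex | Buffer or medium: Tris/NaCl/CaCl2 buffer, pH 7.8 | Repeats: One replicate per compound | Benchmarks: Aha-Tn7 high control | Measure: % inhibition scaled between sample-field median and high-control FP | Schedule: 10 min plus 3 h, room temperature | Signal: Fluorescence polarization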
# ADAM17 inh = inhibitors of human ADAM17 | P78536 | recombinant ADAM17, EDANS/DABCYL FRET peptide cleavage | inhibition, % at 6.95 µM | hit rate 0.83% among 370,000;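 active means inhibition above the mean of compounds lying between control limits plus 3 SD, set per campaign, cut at about 8.5% in these data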;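 further: 0% = DMSO-only wells as the low control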
# Tn6 DDE FP = DD(E)-Tn6 binding inhibition, primary FP screen | P02675 | Fibrin DD(E) TRITC-Tn6 fluorescence polarization displacement | inhibition, % at 8.3 µM | hit rate 0.21% among 370,000 | AID 720509;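 active means inhibition above a per-campaign cutoff: mean of compounds within control limits plus 3 SD, cut at about 15% in these data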;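 further: 0% = median of all compound wells on the plate and 100% = blocking peptide control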
# ASAP1 GAP inh = inhibitors of human ASAP1 ArfGAP activity; Q9ULH1; ASAP1-stimulated ARF1 GTP hydrolysis, GDP FP detection; inhibition, % at 16.5 µM; hit rate 0.19% among 360,000; AID 624377; in the data active means inhibition above about 25%;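 further: 0% = vehicle with enzyme and substrate and 100% = no enzyme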
# PLC-gamma1 inh = PLC-gamma1 (human) inhibition, primary screen; purified PLC-gamma1, fluorogenic substrate, fluorescence; hit rate 0.84% among 370,000; inhibition, % at 12.2 µM; in the data active means inhibition above about 9.5%
# LEDGF integ inh = blocks HIV-1 LEDGF/p75-dependent DNA integration. TR-FRET IN-LEDGF/p75 DNA integration, Eu/Cy5. inhibition, % at 3.7 µM. hit rate 0.64% among 370,000. AID 743269;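 active means inhibition above the screen-wide mean plus 3 SD, cut at about 13% in these data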;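 further: signal is the Cy5 over europium emission ratio at 671 and 618 nm; 0% = plate median of compound wells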
# ADAM10 inh = ADAM10 inhibition, QFRET primary screen; inhibition, % at 7 µM; O14672; hit rate 0.62% among 370,000; recombinant ADAM10, EDANS/DABCYL FRET peptide cleavage, 3 h;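 active means inhibition above a per-campaign cutoff equal to the mean of compounds falling between control-based bounds plus 3 SD, cut at about 20% in these data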;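 further: 0% = DMSO wells while the 100% control is not disclosed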
# Target sequence (O14672 214-748 limits assumed): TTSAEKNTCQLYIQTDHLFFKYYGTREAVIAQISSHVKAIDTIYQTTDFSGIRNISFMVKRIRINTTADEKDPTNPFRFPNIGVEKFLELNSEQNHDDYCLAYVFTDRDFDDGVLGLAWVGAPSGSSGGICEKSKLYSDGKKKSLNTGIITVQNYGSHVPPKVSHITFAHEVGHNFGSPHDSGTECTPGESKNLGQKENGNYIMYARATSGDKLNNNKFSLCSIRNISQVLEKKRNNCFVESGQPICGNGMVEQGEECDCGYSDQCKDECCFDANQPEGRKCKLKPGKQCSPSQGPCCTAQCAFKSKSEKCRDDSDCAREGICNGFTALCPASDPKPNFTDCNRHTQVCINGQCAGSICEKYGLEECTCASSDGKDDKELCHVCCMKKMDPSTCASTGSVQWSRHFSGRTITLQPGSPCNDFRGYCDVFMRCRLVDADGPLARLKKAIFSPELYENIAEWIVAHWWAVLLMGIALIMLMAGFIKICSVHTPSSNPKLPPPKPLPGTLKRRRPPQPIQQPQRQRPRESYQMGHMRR
# proKLK7 act = proKLK7 (human) activation, primary screen; P49862; purified proKLK7, EDANS-DABCYL substrate fluorescence; 100% is mature enzyme control, 0% vehicle; activation, % at 7 µM; hit rate 0.9% among 370,000; AID 652039;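 active means activation above the mean of all tested compounds plus 3 SD, computed per campaign excluding outliers beyond control limits, cut at about 13% in these data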
# Target sequence (P49862 whole entry, looked up): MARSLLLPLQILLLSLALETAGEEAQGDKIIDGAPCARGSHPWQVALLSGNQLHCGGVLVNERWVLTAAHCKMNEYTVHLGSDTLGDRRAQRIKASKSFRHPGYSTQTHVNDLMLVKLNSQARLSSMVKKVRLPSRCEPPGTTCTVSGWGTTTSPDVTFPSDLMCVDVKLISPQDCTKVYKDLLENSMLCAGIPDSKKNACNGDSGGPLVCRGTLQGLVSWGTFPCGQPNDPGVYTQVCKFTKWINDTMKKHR
# ARFGAP1 inhibitor = rat ARFGAP1 inhibition; Q62848; Arfgap1-stimulated ARF1 GTP hydrolysis, GDP FP detection; inhibition, % at 16.5 µM; hit rate 0.26% among 360,000; AID 651572;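 active means inhibition above a per-plate limit, mean inhibition of low control wells plus 3 SD, cut at about 25% in these data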;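 further: 0% = DMSO wells with enzyme and 100% = wells lacking Arfgap1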
# Target sequence (Q62848 1-136 limits assumed): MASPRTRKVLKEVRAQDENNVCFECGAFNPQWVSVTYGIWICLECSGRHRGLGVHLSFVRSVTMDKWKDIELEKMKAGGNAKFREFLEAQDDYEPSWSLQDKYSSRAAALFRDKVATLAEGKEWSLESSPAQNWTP
#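 Assay system: purified rat His6-Arfgap1 residues 1-136 (GAP domain); Reagent: human Δ17 ARF1 bound to GTP; Dosing: 16.5 µM single point, 1.26% DMSO; Times: GTP hydrolysis reaction 2 h at 25 °C; Signal: FP, GDP Alexa 633 tracer displaced from anti-GDP antibody, 620/688 nm; Measure: % inhibition from polarization.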
# Numbers without * were called inactive; i = inactive; · = not tested or not shown; & = joins results of further samples.
# Below each SMILES – TDP2 inh	Tn7 DDE FP	ADAM17 inh	Tn6 DDE FP	ASAP1 GAP inh	PLC-gamma1 inh	LEDGF integ inh	ADAM10 inh	proKLK7 act	ARFGAP1 inhibitor
CCOC(=O)CC1COc2ccccc2N1C(=O)c1ccc(F)cc1 (configuration not stated)
→ -5	9	0	-7	13	0	1	1	-0.2	3
Cc1c(Cl)cccc1S(=O)(=O)Nc1ccnn1C
→ 3	-2	0	0	7	-2	-3	-9	-0.4	-6
CSc1ccc(CN2CCC(C)(Oc3ccccc3C)C2)cc1 (configuration not stated)
→ 4	10	-1	1	-4	-1	0	-6	-0.7	-9
CCc1ccccc1NC(=O)CN1CCC(NC(=O)COC)CC1
→ -8	6	-2	5	-2	3	0	-2	0.4	-7
O=S(=O)(c1ccc(Br)cc1)N1CCOC12CCCCC2
→ -7	-2	7	4	9	7	1	3	-0.2	-6
CN(CCc1ccccc1)C(=O)c1cccc(NC(=O)Cc2cccc(NC(=O)C3CCN(C(=O)C4CCCC4)CC3)c2)c1
→ -2	3	-1	-5	-6	-2	1	0	0.3	-5
O=C(NCCN1C(=O)S/C(=C\c2cccnc2)C1=O)c1ccc(S(=O)(=O)N2CCCC2)cc1
→ -7	2	1	12	-1	5	3	6	0.7	-18
Cc1cccc(-c2nc(S(=O)(=O)c3ccc(F)cc3)c(NCCCN3CCOCC3)o2)c1
→ 0	-2	-2	-9	-7	-6	1	-1	0.4	-6
Cc1ccc(CN2CCC(CNC(=O)C3CCCN(c4ncnc5c4nc4n5CCCCC4)C3)CC2)cc1 (configuration not stated)
→ -2	2	-2	1	-3	2	2	-5	0.4	12
C[C@@H](CO)NC(=O)c1ccc2c3n(nc2c1)-c1ccccc1CO3
→ -4	6	-51	2	-10	-66	-1	-180	4.1	-12

# Some entries already given with just PLC-gamma1 inh:
mol | PLC-gamma1 inh
CSc1ccc(CN2CCC(C)(Oc3ccccc3C)C2)cc1 (configuration not stated) | -1
CCc1ccccc1NC(=O)CN1CCC(NC(=O)COC)CC1 | 3
O=S(=O)(c1ccc(Br)cc1)N1CCOC12CCCCC2 | 7
CN(CCc1ccccc1)C(=O)c1cccc(NC(=O)Cc2cccc(NC(=O)C3CCN(C(=O)C4CCCC4)CC3)c2)c1 | -2

# Later entries:
# Below each SMILES – TDP2 inh	Tn7 DDE FP	ADAM17 inh	Tn6 DDE FP	ASAP1 GAP inh	PLC-gamma1 inh	LEDGF integ inh	ADAM10 inh	proKLK7 act	ARFGAP1 inhibitor
COc1ccc(CCNC(=O)CCNS(=O)(=O)c2cc(Br)cnc2N)cc1OC
→ 1	0	-7	1	-1	1	1	-20	0.1	4
CCCOC(=O)c1ccc(Oc2cn[nH]c2-c2ccc(OC)cc2O)cc1
→ -14	-6	3	-4	12	2	-4	16	0.0	30*
CCOC(=O)C1=C(C)NC2=C(C(=O)c3ccccc32)C1c1ccc(O)cc1 (configuration not stated)
→ -10	-2	-1	-3	18	2	-6	6	0.3	16
O=C(OCc1ccc(-c2ccccc2)cc1)c1cccc(O)c1
→ 2	2	9.1*	4	-1	-4	4	23*	0.9	7
CC1(C)Cc2c(sc(NC(=O)c3ccc(S(=O)(=O)N4CCCCCC4)cc3)c2C#N)C(C)(C)N1
→ -1	-3	0	4	-11	-8	0	-1	-60	2
CSc1ccc(CN(C)C(=O)c2ccc(S(=O)(=O)Nc3c(C)n(C)n(-c4ccccc4)c3=O)cc2)cc1
→ 3	5	-1	-4	-3	0	-1	-11	-0.5	7
CCOC(=O)C1CCCN(C2=NC(=O)/C(=C/c3ccc(OC)c(OC)c3)S2)C1 (configuration not stated)
→ 3	0	-3	-8	-11	-10	-1	-14	0.2	-2
O=C(Nc1ccc2c(c1)OCO2)c1c[nH]c(=O)n(-c2ccc(F)cc2)c1=O
→ 6	1	-3	15*	3	-5	0	-3	-0.1	7
COC(=O)c1ccc2c(=O)n(Cc3ccc4c(c3)OCO4)c(=S)[nH]c2c1
→ -9	-2	-5	-10	-8	-2	3	1	-0.3	8
COc1ccc(CN2C(=O)C(CC(=O)NCCCCc3ccccc3)CC(C(=O)N3CCCCCC3)=C2C)cc1 (configuration not stated)
→ -2	-4	-3	3	-7	0	-1	-1	-0.2	4
CCOc1ccccc1N(CC(=O)NC1CCCCC1)S(=O)(=O)c1ccc(C)cc1
→ -7	-2	-1	-4	-1	-4	0	5	-0.6	11
O=C(O)c1ccc(CSc2nnc(SCc3ccccc3)s2)cc1
→ -7	-1	-5	5	-1	8	9	-8	-0.2	5
CCOC(=O)C1(CCc2ccccc2)CCN(Cc2c(O)cccc2OC)CC1
→ -3	1	2	0	13	-1	0	1	-0.3	-8
CC1=CC(=O)C(C(C)C)=C/C1=C(\c1cc(C(C)C)c(OP(=O)(O)O)cc1C)c1ccccc1C(=O)O
→ 12	-6	0	-9	-10	0	4	-1	-0.3	-2
O=C(COc1ccccc1)Nc1nnc(COc2ccccc2)s1
→ -1	-1	2	-3	4	6	7	0	-0.2	-5
Cc1sc2ncnc(OCC(=O)N3CCN(S(=O)(=O)c4ccc(Cl)cc4)CC3)c2c1C
→ 0	-4	-1	2	12	3	0	3	0.9	0
O=C(O)C1CCCCC1C(=O)NCCc1ccccc1 (configuration not stated)
→ -3	-4	-1	2	12	3	2	6	0.4	-2
CN(CC(=O)Nc1ccc(Cl)c(Cl)c1)C(=O)CC1OC(=O)c2ccccc21 (configuration not stated)
→ 0	-2	0	-2	-4	-2	1	4	0.4	0
Clc1ccccc1-c1nc(-c2ccncc2)no1
→ -12&3	6&-2	-6&-8	6&-8	-12&-2	4&1	-4&-1	2&10	0.4&0.2	1&0
Cc1nn(CC(=O)NCc2cccnc2)c(C)c1[N+](=O)[O-]
→ -8	0	-5	-7	-2	-3	-3	-4	0.0	1
CC(C)C(=O)NCCc1nc2ccccc2n1CCc1ccccc1
→ -9	0	-4	-1	-1	-2	-4	-8	-0.2	-2
Cc1ccc2c(Cl)cc(Cl)c(OCC(=O)NC(=O)NCc3ccco3)c2n1
→ -6	-6	1	2	-3	2	-2	1	0.1	12
COc1ccc(C2CC(C)=NN2C=O)cc1OC (configuration not stated)
→ -1	5	-5	9	0	0	-3	-7	0.1	1
CN(Cc1ccc2c(c1)OCO2)C(=O)c1cc(-c2ccccc2)c(N2CCOCC2)s1
→ 4	-1	0	-5	-22	-22	0	-3	0.2	-1
COc1ccc(C(C)=O)cc1CSCCC(=O)O
→ -6	-9	2	-2	0	7	6	0	-0.1	3
COc1ccc(NC(=O)C2CC(c3c(F)cccc3Cl)=NO2)cc1 (configuration not stated)
→ 13	0	1	-6	-1	2	-2	-10	0.8	-1
CCN(CC)CCCNC(=O)c1ccc2c3n(nc2c1)-c1ccc(Cl)cc1CO3
→ 4	1	-33	-3	-7	-60	-3	-107	2.6	7
O=C(Nc1ccc(F)c(Cl)c1)Nc1cnccn1
→ 5	6	-3	2	6	-4	-1	-7	-0.1	13
CCCCNc1nc2ccccc2nc1Cl
→ -3	1	-4	-3	2	-3	2	-25	-1.4	9
Cn1cc(C(=O)N2CCN(c3ccccc3)CC2)c(=O)c2cc(S(=O)(=O)N3CCOCC3)ccc21
→ -9	-1	1	7	-7	2	-3	-9	-0.8	2
CC(C)N1CCc2c(sc(NC(=O)C(F)F)c2-c2nc3ccccc3s2)C1
→ 8	-3	-83	4	·	i	2	-282	·	·
COC(=O)COc1ccc(S(=O)(=O)NCc2ccc3c(c2)OCO3)cc1C
→ 3	0	-1	4	3	1	2	-2	-0.2	5
NC1=NC(c2ccc([N+](=O)[O-])cc2)N(c2ccc(F)cc2)C(N)=N1 (configuration not stated)
→ -3	9	-3	3	-2	1	-8	-6	-0.2	-2
CC(C)[C@H](NC(=O)OC(C)(C)C)c1cc(C(=O)NCCO)c(N)s1
→ 4	-9	-4	8	6	-2	7	-11	0.3	6
COc1ccc(-c2c(C#Cc3ccccc3)c3ccccc3n2C)cc1
→ -10	-5	8	1	-1	-49	2	4	0.3	9
C=CCC[C@@H](Cc1ccc(F)cc1)C(=O)OC[C@@H](C)NC(=O)[C@H](CC=C)CC(=O)N(CCO)Cc1ccccc1
→ 1	3	0	0	-4	1	1	9	0.3	1
Cc1ccc(S(=O)(=O)N2CCC(=O)N([C@H](COCc3ccc(C(F)(F)F)cc3)C(C)C)CC2)cc1
→ 4	-1	4	-2	5	1	0	12	0.3	-2
CCC(C)[C@H]1CN=C(N)N1CCc1cccc2ccccc12 (some centres not stated)
→ 0	2	0	-1	1	4	-3	8	-0.7	-7
CN(C)C(CNC(=O)CCc1nc2cc(Cl)ccc2n(Cc2ccccc2)c1=O)c1ccccc1 (configuration not stated)
→ 8	2	-19	0	4	-12	1	-49	-0.5	4
O=C(NC1CC2CCCC(C1)N2C(=O)N1CCCCC1)C1CCCCC1 (configuration not stated)
→ 15	6	-1	5	4	-2	1	0	-0.9	-5
CCN(CC)S(=O)(=O)c1ccc(N/N=C(\C)c2ccc3c(c2)OCO3)c([N+](=O)[O-])c1
→ 0	-11	-2	3	-18	2	0	-6	0.3	8
Cc1ccc(CNC(=O)c2ccc(CS(=O)(=O)c3ccccc3C)o2)cc1
→ -4	-4	-5	0	0	-3	2	7	-0.5	7

# In the list so far, three have a nitro group on carbon:
# Below each SMILES – TDP2 inh	Tn7 DDE FP	ADAM17 inh	Tn6 DDE FP	ASAP1 GAP inh	PLC-gamma1 inh	LEDGF integ inh	ADAM10 inh	proKLK7 act	ARFGAP1 inhibitor
Cc1nn(CC(=O)NCc2cccnc2)c(C)c1[N+](=O)[O-]
→ -8	0	-5	-7	-2	-3	-3	-4	0.0	1
NC1=NC(c2ccc([N+](=O)[O-])cc2)N(c2ccc(F)cc2)C(N)=N1 (configuration not stated)
→ -3	9	-3	3	-2	1	-8	-6	-0.2	-2
CCN(CC)S(=O)(=O)c1ccc(N/N=C(\C)c2ccc3c(c2)OCO3)c([N+](=O)[O-])c1
→ 0	-11	-2	3	-18	2	0	-6	0.3	8
